hcGAS lum: blocks human cGAS activity; Q8N884; recombinant h-cGAS, ATP depletion, Kinase-Glo luminescence; inhibition, % at 12.5 µM; 290,000 compounds, 0.081% hits; AID 1259398;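 note: 0% = vehicle reaction and 100% = reaction without DNA for no activity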
Target sequence (Q8N884 whole entry, looked up): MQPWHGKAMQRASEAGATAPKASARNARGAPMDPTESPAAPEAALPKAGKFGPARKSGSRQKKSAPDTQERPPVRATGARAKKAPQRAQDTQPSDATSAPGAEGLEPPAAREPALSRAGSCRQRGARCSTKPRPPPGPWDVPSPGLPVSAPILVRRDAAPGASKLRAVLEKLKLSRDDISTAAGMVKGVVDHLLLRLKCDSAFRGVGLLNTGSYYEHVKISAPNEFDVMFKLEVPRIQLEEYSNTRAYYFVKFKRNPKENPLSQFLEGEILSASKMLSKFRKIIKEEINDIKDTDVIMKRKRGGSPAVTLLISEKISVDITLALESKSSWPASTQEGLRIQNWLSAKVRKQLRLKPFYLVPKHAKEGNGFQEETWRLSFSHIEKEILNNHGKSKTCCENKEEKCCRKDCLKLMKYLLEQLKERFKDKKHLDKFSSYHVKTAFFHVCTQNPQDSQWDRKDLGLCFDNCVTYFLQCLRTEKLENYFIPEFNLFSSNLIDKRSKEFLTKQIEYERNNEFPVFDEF
mcGAS inh: mouse cGAS inhibition by luminescence. 160,000 compounds, 0.15% hits. Q8C6L5. recombinant cGAS, Kinase-Glo ATP depletion luminescence. inhibition, % at 12.5 µM;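 note: 0% = negative control wells and 100% = reference inhibitor with no enzyme activity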
NPYLR7 ag: activates Aedes aegypti NPYLR7 receptor. AID 1259423. activation, % at 10 µM. HEK293T NPYLR7/Galpha15, GCaMP6s calcium fluorescence. 270,000 compounds, 0.15% hits; in the data active = activation above about 40%;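 note: 0% = vehicle and 100% = reference agonist at the receptor; some compounds past the cut are filed as inactive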
* = called active by the depositor; · = not tested or not shown; & = joins results of further samples; ! = not active in a repeat. Cut-off read from the data, not from the text of the source, unless noted: active = inhibition above about 40%; inactive = the rest.

(1) COc1ccc(N2CCN(CN3CC(=O)N(C(C)C)C3=O)CC2)cc1
(2) O=C(NC1CC1)C1CNCCN1C(=O)CCn1cc(Cl)cn1 (stereo not drawn)
(3) Clc1nc(N2CCOCC2)nc(N2CCSCC2)n1
(4) O=C(COc1ccccc1)N1CCCC(CNS(=O)(=O)c2cccs2)C1 (stereo not drawn)
(5) COc1cccc(CCc2ccccc2C(=O)NCC2(O)CCNC2)c1 (stereo not drawn)

Screen / compound no.	1	2	3	4	5
hcGAS lum	-4.8	-8.0	-9.9	-7.6&0.7	-8.3
mcGAS inh	·	·	-4.0	-2.3	·
NPYLR7 ag	-0.7	2.1	8.3	56.7*!	-2.6

(6) c1cnn(CC2CN(CCCOc3ccc4c(c3)OCO4)CCO2)c1 (stereo not drawn)
(7) CN(Cc1ccccc1)C(=O)c1cnn2c1NC(c1cccs1)CC2C(F)(F)F (stereo not drawn)
(8) CCOC(=O)c1cc2c(n(-c3ccccc3)c1=O)CCCC2=O
(9) COCCOc1nc(-c2ccco2)n(-c2cccc(NC(=O)c3ccccc3F)c2)n1
(10) COc1ccc(C2Oc3ccccc3C3CC(c4ccc5c(c4)OCCO5)=NN32)cc1OC (stereo not drawn)

Screen / compound no.	6	7	8	9	10
hcGAS lum	1.3	-5.6	2.4	-2.3	-7.8
mcGAS inh	·	-5.3	·	-8.9	·
NPYLR7 ag	-8.7	-7.9	-1.6	23.9	4.3

(11) O=C(Cn1cc(C(=O)N2CCCC2)cn1)NCc1ccc(Cl)cc1
(12) CC(C)c1[nH]nc2c1C(C1CCN(C(C)C)CC1)CC(=O)N2 (stereo not drawn)
(13) O=C(CC1=CCCCC1)N1CCOc2ccc(CN3CCN(c4ncccn4)CC3)cc2C1
(14) CC(=O)N1CCN(C(=O)C=Cc2csc(-c3ccc(F)cc3)n2)CC1
(15) CC1CCCCN1C(=O)c1c([N+](=O)[O-])cnn1C (stereo not drawn)

Screen / compound no.	11	12	13	14	15
hcGAS lum	-5.7	2.4	2.8	-1.1	-2.3
mcGAS inh	·	·	-3.5	-4.8	·
NPYLR7 ag	6.4	1.7	1.1	-2.4	-4.4

(16) Cc1nn2c(-c3ccc(Cl)cc3)cc(C(=O)O)nc2c1-c1ccccc1
(17) CC(=O)NCC1(c2cccc(C(F)(F)F)c2)CCOCC1
(18) Cc1csc(C(C)N(C)Cc2cn[nH]c2-c2ccc(-c3ccccc3)cc2)n1 (stereo not drawn)
(19) O=C(CCc1ccccc1)Nc1ccc(F)cc1Br
(20) Oc1cccc(-c2nc3c(Nc4ccc(F)c(Cl)c4)nccc3[nH]2)c1

Screen / compound no.	16	17	18	19	20
hcGAS lum	-6.1	-5.4	-4.4	-14.3	0.4
mcGAS inh	·	·	·	·	-4.7
NPYLR7 ag	-3.5	3.7	6.2	-0.6	-2.1

(21) O=C(Cn1nc2ccc(SCc3ccc(Cl)cc3)nn2c1=O)Nc1ccccc1
(22) COCC1=C(C(=O)OC)C(c2cccnc2)C(C#N)C(=N)O1 (stereo not drawn)
(23) CCN(C)c1ccc(CNC(=O)Cc2cc(C)on2)cc1F
(24) COc1ccc(/C=C\C(=O)NCc2cc(-c3ccc(C)cc3)on2)cc1OC
(25) O=C(c1ccc([N+](=O)[O-])cc1)N1CCN(S(=O)(=O)C=Cc2ccccc2)CC1

Screen / compound no.	21	22	23	24	25
hcGAS lum	-4.2	0.4	-17.4	-8.7	-7.1
mcGAS inh	-3.9	-5.5	·	-7.2	-10.0
NPYLR7 ag	-2.5	-5.0	-0.1	1.6	1.2

(26) O=C(CCN1CCCO1)N1CCC2(CCCN(CCCc3ccccc3)C2)C1 (stereo not drawn)
(27) CN1CC2(CCN(CC3CCCS(=O)(=O)C3)CC2)OC1=O (stereo not drawn)
(28) C=CC[C@H](N)C(=O)O
(29) CC(C)C1CN(C(=O)c2onc3ccccc23)CCCN1CC1CC1 (stereo not drawn)
(30) COc1cccc(-n2c(SCC(=O)Nc3ccc(C(N)=O)cc3)nc3c(c2=O)SCC3)c1

Screen / compound no.	26	27	28	29	30
hcGAS lum	1.4	1.1	1.8	-7.4	-0.5
mcGAS inh	·	-1.0	-1.4	·	-1.2
NPYLR7 ag	4.9	·	5.3	9.1	-6.2

(31) CN(c1cc(Cl)nc(N)n1)C(C1CC1)C1CC1
(32) O=C(c1cc[n+]([O-])cc1)N1CCc2c([nH]c3ccccc23)C1c1ccccc1Cl (stereo not drawn)
(33) CCOC(=O)c1c(NC(=O)COc2ccc(Br)cc2)sc2c1CCCC2
(34) CC(C)c1nccn1Cc1cc(C(=O)N(C)Cc2n[nH]c3c2CCCC3)n[nH]1
(35) NC(=O)CN1C[C@H](O)[C@H]2C[C@@H]1Cc1c2[nH]c2ccccc12

Screen / compound no.	31	32	33	34	35
hcGAS lum	-8.0	-4.2&-1.9	-3.4	-9.1	-5.2
mcGAS inh	·	-6.9	-5.4	·	-8.7
NPYLR7 ag	11.5	4.8&16.1	-7.2	4.2	29.0

(36) Cn1nc(C(=O)O)c2c1CCN(C(=O)CCc1cccnc1)C2
(37) CSc1nc(N2CCOCC2)c2cnn(CCNC(=O)CC3CCCC3)c2n1
(38) CC(C)(C)c1cc(NC(=O)CN(Cc2ccco2)C(=O)CSc2ccccc2)n(-c2ccc(Cl)c(Cl)c2)n1
(39) CCOc1ccccc1-c1nc(Cn2nnc(C(=O)Nc3c(C)cc(C)cc3C)c2C)c(C)o1
(40) FC(F)(F)CCc1ccnc(NCc2csc(-c3ncccn3)n2)n1

Screen / compound no.	36	37	38	39	40
hcGAS lum	-7.1	-3.8	-7.4	-5.3	-8.0
mcGAS inh	·	-7.0	-3.9	-8.4	·
NPYLR7 ag	20.4	·	-1.9	-2.7	4.8

(41) CCOc1ccccc1CN1CCN(CC#Cc2ccccc2)CC1CCO (stereo not drawn)
(42) C=C(C)Cn1c(=O)c2c(nc3n(CCc4ccccc4)c(C)c(C)n23)n(C)c1=O
(43) Cc1cc(C(=O)Nc2ccc(F)cc2I)n[nH]1
(44) COc1cccc(Cc2nsc(N3CCCN(C(=O)Nc4ccccc4OC)CC3)n2)c1
(45) COC(=O)[C@H](Cc1ccc(OCc2c(Cl)cccc2Cl)cc1)N1C(=O)c2ccc(C)cc2C1=O

Screen / compound no.	41	42	43	44	45
hcGAS lum	-4.1	-3.7	-1.5	-19.0	-4.7
mcGAS inh	·	-1.8	·	-5.3	-2.9
NPYLR7 ag	-3.1	2.1	5.3	-8.0	-6.4

(46) Cn1cc(C(=O)NCC2CCN(c3cccc(F)c3C#N)CC2)cn1
(47) Cn1cc(S(=O)(=O)N2CCN(c3cccc(Cl)c3)CC2)c(=O)n(C)c1=O
(48) Cc1cnc(C)c(-c2cc(O)c3c(c2)CN(C2Cc4ccccc4C2)CCO3)n1
(49) CSCC(=O)N1CCCC(Nc2ccc(C(C)C)cc2)C1 (stereo not drawn)
(50) CC(NC(=O)c1cnn2c1CCCC2)c1nc(-c2cccnc2)no1 (stereo not drawn)

Screen / compound no.	46	47	48	49	50
hcGAS lum	0.7	-7.8	-3.6	-6.4	-0.7
mcGAS inh	·	-6.2	·	·	·
NPYLR7 ag	2.1	-0.8	23.6	1.8	1.7

(51) CC(C(=O)Nc1cccc(Cl)c1SCC(F)F)n1ccnc1 (stereo not drawn)
(52) CN(Cc1cnc(N2CCOCC2)s1)CC1CCCCO1 (stereo not drawn)
(53) CCOC(=O)C1CCCN(C(=O)c2cccc(CSc3nc(Cl)cc(N4CCCCC4)n3)c2)C1 (stereo not drawn)
(54) CCOC(=O)C1(Cc2cccc(OC)c2)CCCN(C(=O)Nc2ccc(F)cc2)C1 (stereo not drawn)
(55) Cn1c(=O)c2c(ncn2CCOC(=O)C(C)(C)Oc2ccc(Cl)cc2)n(C)c1=O

Screen / compound no.	51	52	53	54	55
hcGAS lum	-1.7	-9.3	-4.1	-4.4	4.1
mcGAS inh	·	·	-4.7	-9.0	·
NPYLR7 ag	-4.1	6.8	25.3	2.6	-17.4

(56) O=C(O)C1C2C=CC3(CN(Cc4ccco4)C(=O)C13)O2 (stereo not drawn)
(57) Cc1cc(C(=O)N2CCC3(CCCN(CCC4CCCCC4)C3)C2)nn1C (stereo not drawn)
(58) COc1cccc(N2C(=O)C3C(C2=O)C2C=CC3C23CC3)c1 (stereo not drawn)
(59) Cc1nnc(NC(=O)CSc2nc(-c3ccccc3C)nc3c2c(=O)n(C)c(=O)n3C)s1
(60) CN(Cc1ccc(F)cc1Cl)c1nccnc1C#N

Screen / compound no.	56	57	58	59	60
hcGAS lum	-6.5	-10.5	-6.1	-9.0	-5.8
mcGAS inh	·	·	-5.2	-9.2	·
NPYLR7 ag	1.8	4.0	3.2	-6.3	4.6

(61) CC(C)(C)OC(=O)N1CCC(O)(c2ccccc2CO)CC1
(62) O=C(NCc1csc2ccccc12)NC1CCC(CO)CC1 (stereo not drawn)
(63) CSc1nc(C)c(C(=O)C[n+]2ccc(C)cc2)cc1C#N
(64) COc1ccc(OC)c(NC(=O)CSc2ccc3nnc(-c4ccncc4)n3n2)c1
(65) COc1ccc(OC)c2c(C)cc(N3Cc4cnn(CCO)c4C3)nc12

Screen / compound no.	61	62	63	64	65
hcGAS lum	-7.3	-5.9	-7.9	-3.6	-6.7
mcGAS inh	·	-10.1	·	-9.0	·
NPYLR7 ag	-1.0	1.1	0.9	-0.9	16.3

(66) COc1ccccc1OCC(=O)Oc1coc(CSc2nc(C)cc(C)n2)cc1=O
(67) CC(=O)Nc1cccc(-c2ccccc2-c2nnc(C)s2)c1
(68) Cc1sc(C(=O)NCCn2c([N+](=O)[O-])cnc2C)c(-n2c(C)ccc2C)c1C
(69) C=C(CC1CC(=O)N(CCc2nc3ccccc3[nH]2)C1=O)CC(C)(C)C (stereo not drawn)
(70) COc1ccc(CCNC(=O)COc2nc(C)nc3ccccc23)cc1

Screen / compound no.	66	67	68	69	70
hcGAS lum	1.2	-2.7	-9.8	-8.7	-4.9
mcGAS inh	0.9	1.8	-3.9	·	·
NPYLR7 ag	-14.7	-8.4	-4.5	-6.3	10.5

(71) O=S(=O)(Nc1ccc(Cl)cn1)c1cccs1
(72) C=CCN(CC=C)C(=O)[C@@H]1C[C@H](NC(=O)c2ccccc2C)CN1C
(73) CN(Cc1ccsc1)C(=O)c1ccc(S(=O)(=O)Nc2ccc(F)cc2)cc1
(74) Cc1nn(C)c(C)c1CN(Cc1cc2ccccc2n1C)C1CC1
(75) Cc1[nH]c(=O)n(C)c(=O)c1CCc1nnc(SCC(=O)NCc2ccc(F)cc2)o1

Screen / compound no.	71	72	73	74	75
hcGAS lum	8.4	-7.6	-7.3	-6.2	1.2
mcGAS inh	·	-11.7	-6.0	-22.1	-2.1
NPYLR7 ag	5.1	7.9	4.0	1.2	-4.2

(76) O=C1CC(CC(=O)N2CCCCC2c2cccnc2)(c2ccccc2)C(=O)N1Cc1cccs1 (stereo not drawn)
(77) Cc1cc(C)cc(-n2nc(C(=O)N3CCOCC3)c(=O)n(Cc3cccc(Cl)c3)c2=O)c1
(78) O=C(Nc1ccc(Cl)c2ncsc12)c1cc2cc([N+](=O)[O-])ccc2s1
(79) COCCC(=O)Nc1cc(C(=O)N(C)C(C)c2nc(C)cs2)cc2nc(-c3ccccc3)n(C)c12 (stereo not drawn)
(80) O=C(CNc1cc2c(cc1Cl)OCO2)NC(=O)NC1CCCCC1

Screen / compound no.	76	77	78	79	80
hcGAS lum	-4.5	-4.5	-4.8	-2.1	-7.2
mcGAS inh	-10.4	-4.6	·	-3.1	-9.4
NPYLR7 ag	3.4	-0.9	6.4	21.1	3.5

(81) CCCOc1nn(CCC)cc1C(=O)O
(82) O=C1C2C3C=CC(C4CC34)C2C(=O)N1c1cccnc1 (stereo not drawn)
(83) CNC(=O)[C@H]1C[C@]2(CCCCN(C)C2=O)N(C(=O)c2cccc(C#N)c2)[C@H]1c1ccco1
(84) NCCN1C(=O)CSC1=O
(85) COc1ccc(NC(=O)N(Cc2ccc(OS(=O)(=O)c3cccc(C(F)(F)F)c3)cc2)Cc2ccco2)c(OC)c1
(86) CCSc1nc2ncnc(N)c2[nH]1
(87) CN1CCN(C(=O)CC2CSc3nc4c(c(=O)n32)CCCC4)CC1 (stereo not drawn)
(88) Cn1cnc(S(=O)(=O)NCc2cccs2)c1

Screen / compound no.	81	82	83	84	85	86	87	88
hcGAS lum	2.4	-10.7	-1.4	-3.7	-4.8	-2.1	-2.1	5.8
mcGAS inh	·	·	-7.0	·	-5.3	·	·	-4.2
NPYLR7 ag	-2.6	4.5	5.3	3.0	23.3	0.2	-1.6	6.1

Compound activity: PubChem, Fisher Drug Discovery Resource Center
